# Screening results as filed in PubChem.
# D1 PAM = human D1 dopamine receptor positive modulation | potentiation, % at 10 µM | 0.036% of 360,000 active | AID 504651 | P21728 | HEK293 TREx D1 cells, calcium flux, dopamine EC20 potentiation; in the data active means potentiation above about 30%; further: 0% is about no effect
# Target sequence (P21728 whole entry, looked up): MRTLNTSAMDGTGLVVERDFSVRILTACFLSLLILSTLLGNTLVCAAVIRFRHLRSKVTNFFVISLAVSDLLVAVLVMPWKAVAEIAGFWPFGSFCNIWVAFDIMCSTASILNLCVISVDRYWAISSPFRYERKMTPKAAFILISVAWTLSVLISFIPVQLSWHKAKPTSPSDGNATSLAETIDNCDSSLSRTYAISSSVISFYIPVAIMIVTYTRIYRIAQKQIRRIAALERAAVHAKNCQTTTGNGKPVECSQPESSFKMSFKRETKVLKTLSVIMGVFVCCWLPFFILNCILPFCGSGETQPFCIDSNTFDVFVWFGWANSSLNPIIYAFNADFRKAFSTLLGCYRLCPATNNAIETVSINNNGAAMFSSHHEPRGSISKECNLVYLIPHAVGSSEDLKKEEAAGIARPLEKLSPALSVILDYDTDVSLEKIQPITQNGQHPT
# LDHA inh = inhibitors of human lactate dehydrogenase A; P00338; purified LDHA, NADH/diaphorase-resazurin fluorescence; hits give low values; activity change, % (values are at about 110 or 230 µM); 0.15% of 480,000 active; AID 1347041; in the data active means activity change below about -30%; inconclusive means mostly about -25% to -30%;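 further: plate controls were DMSO wells for no effect and wells without enzyme for full effect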
#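 LDH5 2 nM; NADH 0.06 mM, pyruvate 0.2 mM; 200 mM Tris pH 7.4, EDTA, Tween-20; 5 min RT. Detection: diaphorase 0.133 mg/mL + resazurin 37 µM, fluorescence ex540/em590 at 0 and 20 min; normalized to enzyme-free and DMSO wells.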
# Vif-APOBEC3F blk = inhibitors of Vif-A3F interaction; HeLa A3F-eYFP + Vif (tagged APOBEC3F with the HIV-1 protein that degrades it), YFP fluorescence increase; Potency, µM (top dose mostly 46.1 µM), for the others: top-dose activity, negative = active; 0.2% of 390,000 active; AID 602313; further: potency means the concentration at half of the fitted maximal effect; % of control where 0% means no effect; nearly all actives have a fitted effect of over 65% in size
#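 HeLa cells stably expressing A3F-eYFP plus Vif, plated and incubated overnight at 37 deg C, then exposed to compounds overnight at 37 deg C. Blocked degradation read as raised yellow fluorescence (Ex 488/Em 500-530).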
# RXFP1 agonist = activates the human relaxin receptor RXFP1. Q9HBX9. HEK293T-RXFP1 cAMP TR-FRET, 30 min; response scale: percent of porcine relaxin response, buffer zero. Potency, µM (doses to about 57.5 µM), for the others: at the top dose activation, most hits filed as activators. 0.3% of 370,000 active; further: potency means the concentration at half of the fitted maximal effect; on the % scale 0 is the no-effect control and ±100 the full control effect; nearly all actives have a fitted effect of over 60% in size; many of its hits are not listed in these tables
#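 cAMP rise read by TR-FRET after 30 min, 37C compound exposure (up to 58 uM) in RXFP1-transfected HEK293 cells with Ro 20174 present. EC50 from Hill-equation fits, with 29 nM porcine relaxin as 100% and buffer as basal.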
# GRP78 ERSR act = inducers of ER stress response in human glioma cells; Potency, µM, inactives show top-dose activation, actives largely listed as activators; 0.02% of 420,000 active; AID 602332; U87-MG GRP78 promoter luciferase reporter, 16 h; further: potency means the concentration at half of the fitted maximal effect; series mostly up to about 76 µM; % of control where 0% means no effect; nearly all actives have a fitted effect of over 35% in size
#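 Stably transfected U87-MG glioma cells carrying a GRP78-based luciferase sensor; 16 h compound incubation. Luminescence end-point read 10 min after Bright-Glo addition at room temperature.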
# D1 agonist = activates the human D1 dopamine receptor | HEK293 T-REx D1 cells, calcium flux, agonist mode | 1% of 360,000 active | AID 504660 | activation, % at 2 µM; in the data active means activation above about 30%; further: 0% is about no effect
#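 Inducible HEK293 T-REx D1 cells, force-coupled to calcium signalling, were plated at 4000 cells/well with tetracycline and held overnight at 30 C. After no-wash calcium dye loading, compound-evoked calcium rise over 180 s flagged agonists.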
# D2 PAM = D2 dopamine receptor (human) potentiation. P14416. HEK293 T-REx D2, calcium flux, EC20 dopamine potentiation. potentiation, % at 10 µM. 0.34% of 340,000 active. AID 485347;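 active means potentiation over 3 SD above the plate norm, cut at about 30% in these data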; further: 0% is about no effect
#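 Cells plated with tetracycline inducer and held overnight at 30 C; calcium dye loaded 30–90 min at room temperature; baseline taken, compound added and read 180 s; EC20 dopamine then added and read 180 s.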
# D1 antag = human D1 dopamine receptor antagonism; P21728; HEK293 TREx D1 cells, calcium flux, dopamine EC80; hits give low values; 3.2% of 360,000 active; activity change, negative = inhibition, % at 10 µM; in the data active means activity change below about -30%; further: on the % scale 0 is the no-effect control and ±100 the full control effect
#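 Tetracycline-induced HEK293 T-REx cells with force-coupled D1 receptor were loaded with a no-wash calcium dye. Compound was added after a 10 s baseline and read kinetically for 180 s; EC80 dopamine was then added and calcium flux followed another 180 s.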
# Vif-APOBEC3G blk = Vif-A3G binding inhibition. HeLa A3G-eYFP + Vif (tagged APOBEC3G with the HIV-1 protein that degrades it), YFP fluorescence, overnight. Potency, µM (series often up to 46.1 µM), for the others: at the top dose activity, negative = active, hits mostly inhibitors. AID 602310. 0.076% of 410,000 active. Q9HC16;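 further: potency means the concentration at half of the fitted maximal effect; on the % scale 0 is the no-effect control and ±100 the full control effect; nearly all actives have a fitted effect of over 60% in size; hits raise eYFP signal because A3G escapes Vif-driven loss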
# Target sequence (Q9HC16 whole entry, looked up): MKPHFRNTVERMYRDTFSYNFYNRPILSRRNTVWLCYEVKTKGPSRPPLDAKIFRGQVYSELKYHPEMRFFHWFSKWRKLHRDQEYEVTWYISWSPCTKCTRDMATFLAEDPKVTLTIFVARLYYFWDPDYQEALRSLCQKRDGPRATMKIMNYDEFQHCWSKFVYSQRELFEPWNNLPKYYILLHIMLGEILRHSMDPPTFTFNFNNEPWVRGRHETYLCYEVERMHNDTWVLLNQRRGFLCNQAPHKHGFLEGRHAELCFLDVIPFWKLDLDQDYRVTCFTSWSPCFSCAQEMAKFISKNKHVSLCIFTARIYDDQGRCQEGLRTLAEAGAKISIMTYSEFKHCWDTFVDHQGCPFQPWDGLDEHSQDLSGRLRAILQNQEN
#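 Read-out is eYFP fluorescence (Ex 488/Em 500-530) from Vif-expressing HeLa A3G-eYFP cells; more signal means A3G escaped Vif-mediated degradation. Cells plated overnight, compound pinned in, incubated overnight at 37 deg C.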
# The depositor's hits bear a star; ? = inconclusive; · = no result given. Unless noted, the call rests on the fitted dose curve; in most records, active means well fitted curve in the direction sought with a large enough effect; inconclusive means small, poorly fitted or top-dose-only effect, or another doubt; inactive means no such curve, though single readings can be large; an effect the other way counts as inactive or inconclusive. Only part of the results is shown; the hit share may differ from the screen's.
SMILES,D1 PAM,LDHA inh,Vif-APOBEC3F blk,RXFP1 agonist,GRP78 ERSR act,D1 agonist,D2 PAM,D1 antag,Vif-APOBEC3G blk
O=C(NCc1ccc(F)cc1)c1cccnc1C(=O)O,-1,1,2%,0.2%,-5%,5,-2,1,-1%
CCOC(=O)CCC(=O)Nc1ccccc1C(N)=O,-10,-1,0%,-1.7%,-3%,3,6,-17,-1%
COc1ccc(CCNC(=O)c2cccc(S(=O)(=O)N3CCOCC3)c2)cc1OC,-5,-5,0%,-1.0%,-3%,2,8,-18,0%
O=C1CC(c2ccccc2)CC2=C1CN(C1CCCCC1)CN2 (stereo not given),-4,-3,-10%,0.0%,-3%,0,-36,-16,-15%
Cc1c(S(=O)(=O)N2CCN(c3cccc(Cl)c3)CC2)c(=O)n(C)c(=O)n1C,3,-9,-8%,-1.3%,-7%,1,6,0,-2%
CCOc1ccc(-n2c(O)c(/C=N/Nc3nc(C)cc(C)n3)c3ccccc3c2=O)cc1,2,4,3%,-3.0%,-3%,0,10,-21,-4%
Cc1ccc(C(=O)N2CCC(N3CCC(C(=O)N4CCOCC4)CC3)CC2)cc1,·,1,0%,·,-2%,·,·,·,2%
C=CCn1c(O)c(N=NC(=S)Nc2cccc(C)c2)c2ccccc21,-2,-3,2%,-3.2%,-1%,5,-41,-2,-1%
O=c1[nH]c(S)nc2sc3c(c12)CCCC3,4,-10,2%,?,0%,0,6,11,-11%
Cc1cc(OCC(=O)OCC(=O)NC2CCCC2)ccc1Cl,-5,-2,1%,-1.0%,-2%,9,7,-36*,-2%
Nc1nonc1-c1nc2ccccc2n1CC(=O)NC1CCCC1,2,-7,-7%,-0.5%,-1%,1,-3,-2,0%
Cc1ccc(S(=O)(=O)N2CCOCC2)cc1C(=O)NC1CCCCC1,-2,-3,-12%,-0.2%,-2%,1,-1,6,2%
O=C(NC1C2CCCC1CN(C1CC1)C2)c1ccc(Cl)cc1 (stereo not given),-6,0,-18%,0.7%,-2%,7,1,-27,0%
O=C(O)C1CCCN1C(=O)OCC1c2ccccc2-c2ccccc21 (stereo not given),-2,-2,8%,-0.6%,2%,3,1,5,-4%
O=C(COC(=O)c1ccccc1)Nc1ccc2[nH]c(=O)[nH]c2c1,0,-9,-9%,1.3%,-1%,3,·,30,1%
CN1CC=C2C(C#N)=C(N)C(C#N)(C#N)[C@H](c3cccs3)[C@H]2C1,2,1,?,-1.4%,-3%,6,-11,7,-11%
O=C(c1ccc(NS(=O)(=O)c2cccc([N+](=O)[O-])c2)cc1)N1CCCCCC1,1,-4,2%,-0.2%,-4%,7,-1,-16,-1%
Fc1cccc(Cl)c1CN1CCN(c2nc3ccccc3s2)CC1,11,-6,-1%,-3.2%,7%,4,7,-8,-1%
CCCn1nnnc1NCc1ccc(Cl)cc1Cl,4,-4,-21%,-2.3%,-1%,1,-10,-9,0%
COc1ccc(CCNC(=O)CCNS(=O)(=O)c2cc(Br)cnc2N)cc1OC,-6,0,-6%,-1.7%,-4%,4,-3,-7,-4%
CCOc1cc(NC(=O)c2ccccc2C(=O)O)c(OCC)cc1NC(=O)c1ccccc1F,12,7,-4%,-1.1%,-1%,3,6,-5,-9%
CN(C)/N=C1\C(=O)N(CN2CCN(c3ccccc3)CC2)c2ccccc21,-2,4,2%,-1.0%,-4%,2,-1,3,1%
COc1ccc(-c2sc3cc(OC)c(OC)cc3c2C#CC(C)(C)O)cc1,-2,-16,-5%,1.6%,3%,-2,-2,·,-8%
Cc1cc(C)n2nc(CNC(=O)c3ccccc3Cl)nc2n1,-5,2,1%,15%,-4%,1,9,-4,0%
COc1cc(NC(=O)CN(C)S(=O)(=O)c2ccc3c(c2)CC(C)N3C(C)=O)cc(OC)c1 (stereo not given),-5,-3,10%,-1.1%,2%,7,4,-12,1%
O=C(NC(=S)NNC(=O)c1cnccn1)c1ccc(Cl)cc1,-6,3,1%,0.8%,3%,7,3,-12,-2%
O=C(NCc1ccccc1Cl)C1CCC(=O)N(CCCN2CCCC2=O)C1 (stereo not given),4,-3,7%,-0.4%,-2%,0,-2,9,2%
Cc1ccc(C2=NS(=O)(=O)N(C)C(C(=O)N3CCCCC3)=C2)cc1,-13,-1,-6%,-1.5%,0%,2,4,6,0%
Cc1ccc(S(=O)(=O)N2CCN(C(=O)COc3ccc(C)nc3[N+](=O)[O-])CC2)c(C)c1,-5,-10,13%,1.6%,-4%,2,3,-8,0%
COC(=O)C1=C(C)N(C)C(C)=C(C(=O)OC)C1c1ccncc1,-1,-5,8%,0.7%,10%,1,1,-1,0%
COCCC(=O)N1CCC(Oc2ccc(C(=O)N3CCC(N(C)C)C3)cc2)CC1 (stereo not given),-2,1,-7%,1.9%,0%,1,·,11,1%
O=C(NNC(=O)c1ccc(Cl)c(S(=O)(=O)Nc2ccc(Cl)cc2)c1)c1ccc(=O)[nH]c1,2,-6,-20%,1.0%,-3%,1,-4,-16,2%
CS(=O)(=O)N(CC(=O)NCC1CCCO1)c1cccc([N+](=O)[O-])c1 (stereo not given),-7,0,-12%,-1.7%,-1%,1,-2,-6,1%
COc1ccc(C(c2nnnn2Cc2cccs2)N2CCC(C(N)=O)CC2)c(OC)c1 (stereo not given),-3,-5,-6%,0.2%,-2%,6,1,-4,-1%
Cn1c(=O)c2[nH]c(CNCc3ccccc3Cl)nc2n(C)c1=O,5,4,1%,-1.0%,-4%,-4,17,10,3%
NS(=O)(=O)c1ccc(NC(=O)c2csnn2)cc1,-1,-12,0%,-12%,-3%,-1,13,-7,0%
Cc1nc2ccccc2c(=O)n1-c1cccc(NS(=O)(=O)c2ccccc2)c1,-2,-3,9%,8.6%,-1%,1,-2,2,1%
COC(=O)COc1cccc(-n2cnnn2)c1,-2,-13,-5%,2.7%,-2%,-1,-9,-9,-10%
CCN1C[C@@H]2[C@@H]3C(=O)N(C)C(=O)[C@@H]3[C@](Cc3ccccc3)(C1=O)N2C(=O)c1ccc(C)cc1,·,1,-1%,·,-6%,·,·,·,0%
Cc1ccc(S(=O)(=O)c2cn(C)c3cc(N4CCOCC4)c(F)cc3c2=O)cc1,-1,-2,5%,3.0%,1%,2,4,4,1%

# Entries of single compounds, quoted from the list.
# `COc1cc(NC(=O)CN(C)S(=O)(=O)c2ccc3c(c2)CC(C)N3C(C)=O)cc(OC)c1` (stereo not given) as listed: D1 PAM = -5; LDHA inh = -3; Vif-APOBEC3F blk = 10%; RXFP1 agonist = -1.1%; GRP78 ERSR act = 2%; D1 agonist = 7; D2 PAM = 4; D1 antag = -12; Vif-APOBEC3G blk = 1%
# `COC(=O)C1=C(C)N(C)C(C)=C(C(=O)OC)C1c1ccncc1` as listed: D1 PAM = -1; LDHA inh = -5; Vif-APOBEC3F blk = 8%; RXFP1 agonist = 0.7%; GRP78 ERSR act = 10%; D1 agonist = 1; D2 PAM = 1; D1 antag = -1; Vif-APOBEC3G blk = 0%

# (continued)
SMILES,D1 PAM,LDHA inh,Vif-APOBEC3F blk,RXFP1 agonist,GRP78 ERSR act,D1 agonist,D2 PAM,D1 antag,Vif-APOBEC3G blk
COc1ccc(NC(=O)CSc2nnnn2C2CCCCC2)c(OC)c1,-1,-17,?,-1.5%,-3%,0,-1,4,1%
Cc1cccc(NC(=O)C2C3C=CC(O3)C2C(=O)O)c1C (stereo not given),4,2,-20%,-0.2%,0%,9,3,-5,7%
Cc1c(C(=O)NCCSc2ccc(Cl)cc2)cccc1[N+](=O)[O-],-10,-7,-1%,-2.1%,7%,3,-3,2,2%
COc1ccc(CNC(=O)c2cc3cccc(OC)c3oc2=N)cc1,3,10,-5%,1.0%,-3%,3,-5,-4,0%
Cc1ccc2c(c1)C(=O)CC(O)(C(F)F)O2 (stereo not given),3,1,2%,1.6%,-3%,1,-6,-1,1%
O=C(COC(=O)CCCc1c[nH]c2ccccc12)Nc1ccc2c(c1)OCO2,-4,1,2%,0.8%,0%,5,7,-22,0%
Cc1c(O)c2c3c(cccc3c1O)C(=O)N(c1ccccc1)C2=O,-2,-17,?,17%,-3%,53*,5,-8,-27%
CCC(C)Sc1ccc([C@@H]2[C@@H]3C(=O)N(C)C(=O)[C@@H]3[C@]3(C(=O)OC)CCCCN23)cc1 (stereo not given in full),-1,1,-14%,-0.1%,-2%,9,10,10,-1%
O=C(Cn1nnc(-c2cccs2)n1)OC1CCCCC1,-3,-1,-22%,0.8%,0%,4,9,-3,-4%
Cc1onc(-c2ccccc2)c1C(=O)c1c[nH]c(C(=O)NCc2ccccn2)c1,-6,-6,0%,4.1%,-3%,4,3,1,-3%
CNC(=O)COc1ccc(Nc2nnc(C)c3ccccc23)cc1,0,-3,10%,-1.2%,-2%,5,·,4,-1%
CC1Cc2cc(S(=O)(=O)CCC(=O)Nc3cccc(F)c3)ccc2N1C(=O)C1CC1 (stereo not given),-3,-6,-6%,1.0%,-2%,-1,-7,-15,-14%
Cc1ccccc1N(CC(=O)N/N=C/c1ccccc1Cl)C(=O)c1ccccc1,0,-23,2%,-0.7%,-3%,0,9,·,0%
O=c1[nH]cnc2sc3c(c12)CCN(Cc1ccccc1)C3,-7,-8,1%,14%,-5%,3,-15,-8,-3%
Cc1ccc(NC(=O)C2C3C=CC(O3)C2C(=O)O)cc1C (stereo not given),-13,0,13%,-0.2%,-1%,1,·,-15,1%
O=C(COC(=O)c1ccccc1)NCCCCc1ccccc1,·,-4,-7%,·,-6%,·,·,·,5%
CCC(C)c1c(O)nc(SCC(=O)N2CCOCC2)[nH]c1=O (stereo not given),-4,-1,-16%,0.6%,-1%,3,4,-24,-4%
COc1ccc(OC)c(-c2csc(NC(=O)C3=NN(c4ccccc4)C(=O)CC3)n2)c1,-1,-3,9%,-0.2%,0%,4,-5,9,-1%

# Grouped by structure: those above with two or more sulfur atoms (two)
SMILES,D1 PAM,LDHA inh,Vif-APOBEC3F blk,RXFP1 agonist,GRP78 ERSR act,D1 agonist,D2 PAM,D1 antag,Vif-APOBEC3G blk
O=c1[nH]c(S)nc2sc3c(c12)CCCC3,4,-10,2%,?,0%,0,6,11,-11%
NS(=O)(=O)c1ccc(NC(=O)c2csnn2)cc1,-1,-12,0%,-12%,-3%,-1,13,-7,0%
